L3MBTL1 block = inhibitors of human L3MBTL1; Potency, µM (doses to about 57.1 µM), for inactives: top-dose activity, negative = inhibition, hits mostly inhibitors; AlphaScreen L3MBTL1–H3K9me1 peptide binding; Q9Y468; hit rate 0.66% among 230,000; AID 485360; also: % is scaled to controls: 0 for no effect and ±100 for the full control effect; nearly all actives have a fitted effect of over 60% in size
Target sequence (Q9Y468 whole entry, looked up): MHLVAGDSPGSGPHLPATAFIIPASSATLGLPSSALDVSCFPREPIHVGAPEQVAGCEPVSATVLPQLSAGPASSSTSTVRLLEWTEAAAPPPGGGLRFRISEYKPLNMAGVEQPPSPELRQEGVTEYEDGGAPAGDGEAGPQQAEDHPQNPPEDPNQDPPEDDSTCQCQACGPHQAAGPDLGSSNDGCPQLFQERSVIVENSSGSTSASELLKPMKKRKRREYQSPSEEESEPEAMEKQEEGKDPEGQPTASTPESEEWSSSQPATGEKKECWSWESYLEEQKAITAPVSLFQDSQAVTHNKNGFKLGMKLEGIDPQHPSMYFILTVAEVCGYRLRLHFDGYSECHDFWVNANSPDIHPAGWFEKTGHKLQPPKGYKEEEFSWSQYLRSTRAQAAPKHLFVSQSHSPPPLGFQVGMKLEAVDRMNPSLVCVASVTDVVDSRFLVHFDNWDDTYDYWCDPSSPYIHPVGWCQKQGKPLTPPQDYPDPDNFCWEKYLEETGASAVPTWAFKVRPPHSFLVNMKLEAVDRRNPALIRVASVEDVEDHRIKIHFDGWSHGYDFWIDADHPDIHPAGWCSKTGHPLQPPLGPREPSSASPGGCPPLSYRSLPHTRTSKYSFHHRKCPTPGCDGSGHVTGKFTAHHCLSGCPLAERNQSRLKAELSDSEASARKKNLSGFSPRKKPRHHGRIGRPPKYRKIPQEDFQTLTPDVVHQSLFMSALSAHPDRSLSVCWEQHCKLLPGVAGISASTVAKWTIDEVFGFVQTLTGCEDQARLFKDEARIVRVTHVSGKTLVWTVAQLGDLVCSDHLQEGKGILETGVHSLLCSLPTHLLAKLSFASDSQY
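Read-out is AlphaScreen signal from streptavidin donor and nickel chelate acceptor beads (10 ug/mL final each) bridging L3MBTL1 (50 nM) and biotinylated K9-monomethylated H3(1-15) peptide (75 nM), after 30 min compound exposure at room temperature.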
TRb-SRC2 inh = inhibitors of human thyroid hormone receptor beta-SRC2 interaction. Potency, µM (series often up to 106 µM), without a hit: at the top dose activity change, negative = inhibition, actives largely listed as inhibitors. hit rate 0.065% among 280,000. TRbeta-SRC2 peptide binding, fluorescence polarization; receptor liganded with 1 µM T3. AID 1469;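 also: plate controls were bound peptide for no effect and peptide without receptor for full effect; nearly all actives have a fitted effect of over 50% in size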
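A fluorescence polarization screen tested compounds at multiple concentrations against complex formation between 0.6 uM TRb ligand-binding domain and 20 nM Texas Red SRC2 peptide, with 1 uM T3 present; readout after 5 hr.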
Tau fibril FP = blocks human tau fibril formation measured by polarization. AID 1468. hit rate 0.39% among 280,000. K18 P301L tau heparin fibrillization, Alexa594 FP, 6 h. Potency, µM (series often up to 57.7 µM), for the others: at the highest dose activity, negative = inhibition, hits mostly inhibitors. P10636; also: % is scaled to controls: 0 for no effect and ±100 for the full control effect; nearly all actives have a fitted effect of over 55% in size
Target sequence (P10636 561-689 P618L limits assumed): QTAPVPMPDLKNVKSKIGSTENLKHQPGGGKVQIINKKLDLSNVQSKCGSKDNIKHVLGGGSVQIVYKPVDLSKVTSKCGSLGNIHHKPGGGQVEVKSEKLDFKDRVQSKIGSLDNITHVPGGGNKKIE
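Steps: dispense K18 P301L tau (15 uM plus 0.24 uM Alexa 594 tracer, final) in pH 7 sodium acetate; add compound; add heparin (20 uM final); incubate 6 hr, 37 C; add ThT (30 uM final); after 1 hr ambient, read FP.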
HTT ATP protect = cytoprotection in Huntington HTT-Q103 PC12 cell model; Potency, µM (series often up to 56.4 µM), without a hit: cytoprotection (ATP increase), hits mostly activators; hit rate 0.14% among 230,000; PC12 HTT-Q103 induced, cytoprotection, ATP luminescence, 40 h;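 also: % of control where 0% means no effect; nearly all actives have a fitted effect of over 45% in size; toxic huntingtin expression switched on by the ecdysone agonist tebufenozide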
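Cells were plated at 1500 per well in phenol red-free DMEM with 5% equine and 5% calf serum. Tebufenozide (100 nM final) and compounds were added, then ATPlite reagent, and luminescence was read.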
RECQ1 helicase = RECQ1 (human) helicase inhibition | RECQ1 DNA unwinding, red fluorescence kinetic read | hit rate 0.54% among 240,000 | AID 2549 | P46063 | Potency, µM (doses to about 57.3 µM), without a hit: at the highest dose activity, negative = inhibition, usual class: inhibitors;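 also: plate controls were vehicle for no effect and no enzyme for full effect; nearly all actives have a fitted effect of over 30% in size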
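RECQ1T1 50 nM; forked duplex (20 bp + 30-nt ss tails) 200 nM, ATP 2 mM final; pH 8.0, 2 mM MgCl2, 2.5 ug/ml poly(dI-dC); 15 min compound preincubation; discontinuous kinetic read over 2 h at RT.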
Tau fluor cs = counter-screen for tau fibril formation inhibitors | AID 1463 | tau K18 P301L Alexa594 fluorescence, heparin fibrillization | hit rate 0.93% among 280,000 | Potency, µM (highest dose often 57.7 µM), for inactives: at the top dose activity change, negative = decrease; also: % is scaled to controls: 0 for no effect and ±100 for the full control effect; nearly all actives have a fitted effect of over 55% in size
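Human tau K18 P301L (15 uM unlabeled, 0.24 uM Alexa 594-labeled) in 100 mM sodium acetate pH 7 with 20 uM heparin, 6 hr at 37 C. ThT 30 uM added, 1 hr ambient; Alexa 594 FP and total fluorescence read at 555/632 nm.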
Tau ThT inhib = tau fibrillization inhibition (ThT binding); AID 1460; hit rate 2.1% among 270,000; recombinant tau K18 P301L, heparin-induced fibrillization, ThT fluorescence; Potency, µM (highest dose often 57.4 µM), for inactives: at the highest dose activity, negative = inhibition, actives largely listed as inhibitors; P10636; also: % is scaled to controls: 0 for no effect and ±100 for the full control effect; nearly all actives have a fitted effect of over 55% in size
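Using a mix of unlabeled (15 uM) and Alexa 594-labeled (0.24 uM) tau K18 P301L, heparin-triggered fibrillization over 6 hr at 37 C was scored by ThT fluorescence.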
TexasRed fluor = Texas Red fluorescence interference in TRb-SRC2 counter-screen; TRb/SRC2 Texas Red total fluorescence interference; Potency, µM (highest dose often 106 µM), for the others: top-dose fluorescence change, negative = quenching; hit rate 0.29% among 280,000; AID 1479; active = well fitted curve in either direction with a large enough effect; inconclusive = small, poorly fitted or top-dose-only effect; also: % is scaled to controls: 0 for no effect and ±100 for the full control effect
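Human TRβ ligand-binding domain (0.6 uM) and Texas Red SRC2 peptide (20 nM) in Tris buffer with 1 uM T3 and 5% DMSO were incubated with pinned compound for 5 hr at ambient temperature. Total fluorescence was computed as S + 2P (555/632 nm).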
Active calls of the source: *; i = inactive; ? = inconclusive; / = no result given; [ ] = another dose, or the depositor's remark. Unless noted, calls follow the shape of the dose curve; as a rule, active = well fitted curve in the direction sought with a large enough effect; inconclusive = small, poorly fitted or top-dose-only effect, or another doubt; inactive = no such curve, though single readings can be large; an effect the other way counts as inactive or inconclusive. Potency is read from the fitted curve at half-maximal effect. The list is partial. The share of hits here may be higher or lower than overall.

[1] CN(C)CCN(Cc1ccco1)C(=O)c1oc2ccccc2c1NC(=O)c1cccc(F)c1
[2] Cc1ccc(S(=O)(=O)c2nnn3c2nc(NCc2cccs2)c2sccc23)cc1
[3] COc1ccc(-c2nnc(NC(=O)c3ccccc3C)o2)cc1
[4] Cc1ccc(NC(=O)CCn2c(=O)c3cccn3c3ccccc32)cc1Cl
[5] CCOC(=O)C1CCCN(C(=O)CN(c2ccc(OC)cc2)S(=O)(=O)c2c(C)noc2C)C1 (configuration not stated)
[6] O=C(CSc1nnc(CNC(=O)c2ccco2)o1)c1ccc(Cl)cc1
[7] COc1ccc(NC(=O)Cc2coc3ccc4ccccc4c23)cc1S(=O)(=O)N1CCOCC1
[8] Cn1nc(-c2ccccc2)cc1NC(=O)C1CCCCC1

assay / entry | 1 | 2 | 3 | 4 | 5 | 6 | 7 | 8
L3MBTL1 block | / | / | / | / | 11.8% | 2.4% | -2.0% | 6.9%
TRb-SRC2 inh | 1.9% | 4.9% | 0.9% | 9.6% | 0.4% | -9.5% | -0.4% | 0.7%
Tau fibril FP | -5.2% | ? | 4.9% | 7.6% | 2.1% | -3.3% | -14.4% | 1.1%
HTT ATP protect | / | / | 3.1%[10 µM] | / | -19.6% | 29.0% | 3.7%[10 µM] | 9.0%[10 µM]
RECQ1 helicase | / | / | i | / | -11.1% | -10.9% | -1.6% | i
Tau fluor cs | -23.9% | -16.3% | 9.0% | -14.7% | -4.5% | -6.8% | ? | -1.7%
Tau ThT inhib | -3.5% | 4.7% | -4.8% | -15.1% | -3.9% | -5.2% | 1.2% | -0.2%
TexasRed fluor | 2.0% | -0.6% | -2.7% | 3.3% | -1.1% | -0.8% | 1.0% | -3.0%

[9] O=C(/C=C/c1ccccc1)NC1CC2CCC1C2 (configuration not stated)
[10] Cc1ccc(N(C(=O)Cn2nnc(-c3ccc(C)o3)n2)C(C(=O)NC2CCCC2)c2ccco2)cc1 (configuration not stated)
[11] COC(=O)CNc1nc(OC)nc(N(C)C)n1
[12] COc1cc(NC(=O)c2ccco2)c(OC)cc1NC(=O)CSc1nnc(-c2cccs2)n1C
[13] NC(CC(=O)O)c1cccc(OCc2ccccc2)c1 (configuration not stated)
[14] O=S(=O)(Cc1ccc(Cl)cc1)c1ccccc1-c1nnc(-c2ccccc2)o1
[15] CCOC(=O)c1c(-c2ccc(Cl)cc2)cn2ccccc12
[16] CC(C)C(NC(=O)c1ccc(Cl)cc1)C(=O)O (configuration not stated)

assay / entry | 9 | 10 | 11 | 12 | 13 | 14 | 15 | 16
L3MBTL1 block | -1.5% | / | 3.3% | -7.5% | / | -2.4% | 4.5% | /
TRb-SRC2 inh | 1.8% | -20.0% | 2.6% | 6.2% | -10.9% | 3.5% | 7.4% | -14.7%
Tau fibril FP | 3.6% | 0.3% | 8.0% | 0.6% | -2.2% | -14.1% | 1.1% | 0.0%
HTT ATP protect | 30.0%[0.074 µM] | -26.2%[10 µM] | 4.4%[0.074 µM] | -14.6%[10 µM] | 11.2% | -1.6%[10 µM] | 0.1% | 3.9%
RECQ1 helicase | -2.8% | i | -4.5% | -7.0% | -2.4% | -5.8% | -0.6% | -14.6%
Tau fluor cs | 8.3% | 0.2% | 1.9% | -12.0% | 4.0% | -22.6% | -17.6% | -2.0%
Tau ThT inhib | 5.7% | -0.3% | -1.9% | ? | 0.7% | 4.7% | -17.4% | -4.8%
TexasRed fluor | 1.1% | 3.7% | 1.0% | -3.1% | 0.6% | -0.7% | -1.6% | 1.4%

[17] COc1cccc(N(CC(=O)Nc2ccccc2C)S(C)(=O)=O)c1
[18] COCCNc1cc(C)nc2cc(-c3ccc(C)cc3)nn12
[19] CCCCN(CCCC)S(=O)(=O)c1ccc(C(=O)Nc2nnc(CSC)o2)cc1
[20] CCOc1ccc(S(=O)(=O)N(CC(=O)Nc2ccc(OC)cc2OC)c2ccccc2)cc1
[21] COc1ccc(C(=O)N2CCN(c3nc4ccccc4o3)CC2)cc1OC
[22] N#CC1=C2Sc3ccccc3N2CCCC1=O
[23] C=CCn1cc(C(=O)NCc2cccnc2)c(=O)c2cc(S(=O)(=O)N(CC)CC)ccc21
[24] CCCOc1ccc(C(=O)Nc2ccc(-c3cc4ccccc4oc3=O)c(C)c2)cc1

assay / entry | 17 | 18 | 19 | 20 | 21 | 22 | 23 | 24
L3MBTL1 block | 7.0% | 24.5% | 13.1% | / | -1.0% | -5.3% | / | /
TRb-SRC2 inh | -3.1% | 5.0% | -1.1% | 8.0% | -0.8% | 12.2% | -5.5% | -4.8%
Tau fibril FP | 1.0% | -0.7% | 0.4% | -0.8% | 7.2% | -2.1% | -4.9% | -11.5%
HTT ATP protect | -4.2% | -125.7%[inhibitor] | -51.3%[inhibitor] | / | -8.9% | -2.2% | -16.0% | /
RECQ1 helicase | -6.2% | -5.6% | -16.4% | / | -4.6% | -1.6% | -5.2% | /
Tau fluor cs | -5.8% | -4.0% | -7.2% | -27.8% | 4.8% | 3.0% | -14.8% | -20.7%
Tau ThT inhib | -2.8% | -4.9% | -1.7% | -5.2% | 0.5% | 10.4% | -11.7% | -18.4%
TexasRed fluor | -2.6% | -1.1% | -3.2% | -1.3% | -3.9% | 2.8% | -5.0% | 3.4%

[25] CN1CCCCc2c1nc1c(c2N)CCCC1
[26] c1ccc(C(Cc2nc(-c3cccnc3)no2)c2ccccc2)cc1
[27] Cc1ccc2nsnc2c1NC(=O)c1ccc2c(c1)OCCO2
[28] OCCN(CC#CC(O)(c1ccccc1)c1cccc(F)c1)CCO (configuration not stated)
[29] Cc1ccc(S(=O)(=O)c2nc(-c3ccco3)oc2SCC(=O)NCC2CCCO2)cc1 (configuration not stated)
[30] CC(C)c1ccc2occ(CC(=O)Nc3cccc(C(F)(F)F)c3)c2c1
[31] Cc1ccccc1NC(=O)Cn1nnc2c(cnn2-c2ccc(F)cc2)c1=O
[32] CC(C)C(NS(=O)(=O)c1ccc2c(c1)OCCO2)C(=O)NCCc1ccccn1 (configuration not stated)

assay / entry | 25 | 26 | 27 | 28 | 29 | 30 | 31 | 32
L3MBTL1 block | 0.4% | / | / | 11.6% | 3.0% | / | 1.1% | -4.8%
TRb-SRC2 inh | -12.6% | -6.4% | -7.2% | 4.4% | 7.4% | 0.2% | 8.6% | 2.6%
Tau fibril FP | 4.2% | -3.9% | 6.5% | 1.6% | 10.6% | 17.8µM* | -6.4% | -12.0%
HTT ATP protect | -35.4%[0.074 µM] | 14.0% | -21.9% | 3.7%[10 µM] | -18.1%[10 µM] | / | -1.9% | -3.0%
RECQ1 helicase | -1.1% | 0.9% | -1.7% | i | -1.6% | / | 4.6% | i
Tau fluor cs | 4.9% | -12.0% | -0.2% | -5.2% | -6.6% | ? | -6.3% | -5.7%
Tau ThT inhib | -3.4% | -21.1% | -10.7% | -11.0% | -10.8% | -4.0% | -0.8% | -0.3%
TexasRed fluor | -3.8% | -0.9% | 2.0% | -2.8% | 0.9% | 3.5% | 0.5% | 0.2%

[33] COc1ccc(CNc2ccccc2SC)cc1OC
[34] COc1cc2c(cc1OC)C(C(=O)O)C(c1ccc(C)o1)N(C)C2=O (configuration not stated)
[35] COc1ccc(C(=O)Nn2cnnc2)cc1
[36] CN(CCn1ccnc1)C(=O)CC1C(=O)NCCN1Cc1ccccc1C(F)(F)F (configuration not stated)
[37] CC(=O)c1cc2c(cc1NC(=O)c1cnc(C)cn1)OCO2
[38] Cc1cc(C)cc(N2CC(O)=C(c3nc4ccccc4c(=O)[nH]3)C2=N)c1
[39] CC1CCc2c(sc(/N=C/c3ccco3)c2C(N)=O)C1 (configuration not stated)
[40] Cc1cc(C)cc(N2C(=O)CC(Sc3ccccc3C(=O)O)C2=O)c1 (configuration not stated)
[41] CCCC(=O)N=C1SC2CS(=O)(=O)CC2N1c1ccc(C(C)=O)cc1 (configuration not stated)
[42] Cc1cc(C(=O)NCCC(c2ccccc2)c2ccccc2)c(C)o1
[43] COc1ccc(CCNC(=O)c2c(O)nc3ccccn3c2=O)cc1

assay / entry | 33 | 34 | 35 | 36 | 37 | 38 | 39 | 40 | 41 | 42 | 43
L3MBTL1 block | / | 3.6% | / | 10.9% | -9.9% | 1.8% | -4.7% | 3.9% | 6.5% | / | /
TRb-SRC2 inh | 6.9% | -12.5% | -2.0% | 6.6% | -5.1% | 7.2% | -3.2% | -12.2% | -5.1% | -13.4% | 2.4%
Tau fibril FP | 2.2% | -10.6% | 3.1% | -10.7%[2.34 µM] | 6.5% | -2.0%[2.34 µM] | ? | 6.7% | -0.5% | -3.4% | 2.8%
HTT ATP protect | -2.2%[10 µM] | -33.6% | -3.2% | -57.9%[inhibitor][10 µM] | -3.8% | -24.6%[10 µM] | -51.7%[inhibitor][10 µM] | 15.8%[10 µM] | -17.0% | -2.5% | /
RECQ1 helicase | -9.6% | ? | i | -14.5% | 3.6% | -0.8% | 11.3% | -2.3% | i | -9.2% | /
Tau fluor cs | ? | -9.4% | -4.7% | -10.0% | 4.3% | 4.9%[2.34 µM] | -17.8% | -0.7% | 0.9% | -16.3% | -4.7%
Tau ThT inhib | ? | -11.7% | -7.8% | -3.6% | 5.4% | -3.9% | ? | ? | -6.3% | -18.5% | -10.0%
TexasRed fluor | -1.3% | -1.6% | -6.0% | -2.9% | 0.9% | 3.0% | -1.7% | -0.8% | -2.0% | 2.9% | -11.4%

Bioassay records from PubChem BioAssay.
